CDK5 p35 inh: blocks human CDK5/p35 kinase activity | Recombinant CDK5/p35, ADP-Glo luminescence, 60 min | inhibition, % at 10 µM | 330,000 compounds, 0.01% hits | Q00535+Q15078;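 active = highest replicate inhibition of at least 50% and at least 75% of replicates reaching 50%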;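 also: plate controls were DMSO neutral control for no effect and GW8510 at 10 µM for full effect; many of its hits are not listed in these tables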
NSD2 HMT inh: inhibitors of human histone methyltransferase NSD2. O96028. NSD2 peptide methylation, AlphaScreen, 120 min. inhibition, % at 12.5 µM. 310,000 compounds, 0.54% hits. AID 743445; in the data active = inhibition above about 50%
Target sequence (O96028 whole entry, looked up): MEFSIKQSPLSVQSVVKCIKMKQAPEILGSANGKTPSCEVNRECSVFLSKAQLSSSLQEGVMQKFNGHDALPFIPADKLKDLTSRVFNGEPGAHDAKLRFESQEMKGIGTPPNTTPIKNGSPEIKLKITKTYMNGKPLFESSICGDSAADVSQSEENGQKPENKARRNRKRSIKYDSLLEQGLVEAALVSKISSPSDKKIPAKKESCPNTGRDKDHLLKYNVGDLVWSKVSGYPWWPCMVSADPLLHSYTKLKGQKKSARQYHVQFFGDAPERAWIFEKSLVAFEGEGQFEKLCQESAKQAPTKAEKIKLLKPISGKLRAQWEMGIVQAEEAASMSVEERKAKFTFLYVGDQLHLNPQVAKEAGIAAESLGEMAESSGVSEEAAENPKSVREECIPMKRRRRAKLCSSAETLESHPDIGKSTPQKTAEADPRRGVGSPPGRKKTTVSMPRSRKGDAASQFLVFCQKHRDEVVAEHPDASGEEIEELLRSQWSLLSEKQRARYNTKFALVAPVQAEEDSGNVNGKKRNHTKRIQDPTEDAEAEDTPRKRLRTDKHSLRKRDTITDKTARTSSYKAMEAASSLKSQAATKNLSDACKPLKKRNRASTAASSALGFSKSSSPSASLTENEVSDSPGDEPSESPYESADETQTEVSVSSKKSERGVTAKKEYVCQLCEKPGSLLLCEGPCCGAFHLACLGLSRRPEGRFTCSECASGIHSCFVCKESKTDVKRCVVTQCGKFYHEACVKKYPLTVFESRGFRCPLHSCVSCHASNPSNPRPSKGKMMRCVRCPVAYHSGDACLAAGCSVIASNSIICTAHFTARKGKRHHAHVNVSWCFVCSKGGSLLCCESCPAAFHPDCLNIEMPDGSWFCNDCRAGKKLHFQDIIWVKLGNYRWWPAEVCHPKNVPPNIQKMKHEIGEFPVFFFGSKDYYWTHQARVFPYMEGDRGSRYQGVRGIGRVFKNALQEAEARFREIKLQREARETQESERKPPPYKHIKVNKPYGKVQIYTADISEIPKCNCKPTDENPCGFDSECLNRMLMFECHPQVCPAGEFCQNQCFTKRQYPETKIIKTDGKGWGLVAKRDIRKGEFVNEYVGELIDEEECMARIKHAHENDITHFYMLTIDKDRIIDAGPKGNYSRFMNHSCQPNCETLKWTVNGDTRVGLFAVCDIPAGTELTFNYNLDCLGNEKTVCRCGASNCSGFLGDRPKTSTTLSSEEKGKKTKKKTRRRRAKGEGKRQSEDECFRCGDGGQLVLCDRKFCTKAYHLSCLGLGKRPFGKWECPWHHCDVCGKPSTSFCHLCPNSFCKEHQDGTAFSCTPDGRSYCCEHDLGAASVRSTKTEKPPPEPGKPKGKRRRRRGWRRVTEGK
MITF TRPM1 HTS: activators of MITF-driven TRPM1 promoter activity in SK-MEL-5 cells; activation, % at 12.5 µM; AID 588334; SK-MEL-5 TRPM1-promoter luciferase, 24 h; % of positive control, neutral wells = 0; 300,000 compounds, 0.75% hits;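 active = mean activation of at least 80% with every replicate also reaching 80%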;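 also: 0% = neutral control wells and 100% = parthenolide positive control wells; values of inactives mirror those of a sister screen read the other way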
V-ATPase pH: regulators of yeast V-ATPase proton transport | 350,000 compounds, 0.37% hits | S. cerevisiae, pHLuorin cytosolic pH fluorescence | AID 504577 | response, % at 10 µM; in the data active = response mostly above about 7.3%, no sharp cut-off; inactive = mostly below about 5.4%; also: actives read high; inactives centre near 0; some compounds called inactive have numbers as strong as hits; reference of the scale not given here
HTR5A inv ctr: counter-screen for OPRM1-OPRD1 inverse agonists: human HTR5A inverse agonism; P47898; HTR5A cell line, luminescence; inhibition, % at 9.3 µM; 340,000 compounds, 0.083% hits; in the data active = inhibition mostly above about 23%, no sharp cut-off; inactive = mostly below about 18%;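 also: 0% = cells with DMSO and 100% = no-cell wells with DMSO; some compounds called inactive have numbers as strong as hits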
Wnt act: activates Wnt/beta-catenin signaling in a reporter cell assay; activator, plate reader; activation, % at 9.35 µM; 300,000 compounds, 1.2% hits; in the data active = activation above about 30%, passing the limit was not always enough;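 also: 0% = neutral control wells and 100% = positive control wells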
PvdQ inh: blocks Pseudomonas aeruginosa PvdQ acylase activity; purified PvdQ acylase, fluorescence plate reader; inhibition, % at 10 µM; 340,000 compounds, 0.063% hits; AID 488965; in the data active = inhibition above about 30%, passing the limit was not always enough;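 also: 0% = vehicle neutral wells and 100% = reference inhibitor wells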
SR-BI DiI inh: inhibitors of mouse SR-BI mediated HDL lipid uptake | inhibition, % at 12.5 µM | Q61009 | ldlA[mSR-BI] CHO cells, DiI-HDL uptake fluorescence, 3 h | 320,000 compounds, 0.96% hits | AID 488896;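 active = mean replicate inhibition of at least 70% and a set share of replicates each scoring 70 or more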;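 also: 0% = median of neutral control wells and 100% = median of positive control wells; values of inactives mirror those of a sister screen read the other way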
dFosB act: mouse delta FosB homodimer activation | 340,000 compounds, 0.99% hits | P13346 | purified delta FosB, TAMRA-CDK5 oligo fluorescence polarization; percent of positive-control signal above neutral wells | activation, % at 25 µM;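 active = mean activation above about 17%, with every replicate also reaching it, limit read from the data, passing the limit was not always enough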;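 also: fluorescence polarization rise as delta FosB binds a TAMRA Cdk5 AP-1 oligo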
HTR5A ag ctr: activates human HTR5A in OPRM1-OPRD1 agonist counter-screen. P47898. HTR5A agonist assay, luminescence, cell-based. activation, % at 9.3 µM. 340,000 compounds, 0.61% hits. AID 504692; in the data active = activation mostly above about 9.5%, no sharp cut-off; inactive = mostly below about 7.6%;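 also: 0% = cells with vehicle only and 100% = reference agonist; strong numbers were not always called active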
* = called active by the depositor; . = not tested or not shown. Compounds as they come. About 5% of those tested had a hit in this group.

SMILES | CDK5 p35 inh | NSD2 HMT inh | MITF TRPM1 HTS | V-ATPase pH | HTR5A inv ctr | Wnt act | PvdQ inh | SR-BI DiI inh | dFosB act | HTR5A ag ctr
O=C(Cc1ccccc1)NCc1ccc2c(c1)OCO2 | -1.5 | -11.2 | 21.5 | 0.5 | 13.1 | . | -4.3 | -3.8 | 0.8 | -1.6
CCOc1ccccc1NC(=O)CSc1nnnn1-c1ccc(C(=O)OC)cc1 | -0.8 | -2.3 | 2.7 | -0.8 | -23.4 | . | -6.7 | . | -0.5 | 9.0
N#Cc1ccc(C(=O)Nc2cc(S(=O)(=O)Nc3ccc(Cl)cc3)ccc2N2CCCCC2)cc1 | 1.2 | 1.7 | -0.8 | 4.4 | -33.2 | . | 1.2 | 22.3 | 6.7 | 7.0
COc1cc(NC2c3ccccc3C(=O)N2Cc2ccc3c(c2)OCO3)cc(OC)c1 (stereo not drawn) | 0.3 | 4.2 | 5.2 | 4.2 | 4.1 | 0.5 | -10.3 | 0.7 | -1.6 | 4.5
CCOc1ccc2oc(=O)cc(C)c2c1 | 0.0 | 0.8 | 2.4 | -2.5 | -8.8 | 2.7 | 1.6 | -4.1 | -3.0 | -0.9
COc1ccc(S(=O)(=O)NCc2ccc3c(c2)OCO3)cc1C | -4.1 | 1.4 | 1.8 | 0.7 | 2.7 | -0.9 | 12.9 | 5.0 | -2.0 | 2.3
CC(=O)Nc1sc(NC(=O)c2ccc(C)cc2)nc1-c1cccs1 | -1.4 | -3.9 | 25.8 | -0.1 | -7.7 | 5.7 | -17.1 | 26.5 | 5.3 | 2.2
COc1ccc(-c2nc(-c3ccccc3)ncc2S(C)(=O)=O)cc1 | -0.4 | -3.5 | -13.1 | -0.3 | -0.2 | -1.1 | -3.5 | 22.5 | -4.5 | 0.1
C=CCN1C(=O)SC(Cc2cccc(OC)c2O)C1=O (stereo not drawn) | -0.5 | -3.6 | 7.9 | 1.9 | -10.2 | -3.9 | -2.8 | -0.5 | -3.7 | 3.8
O=C1CC(c2ccccc2)CC(O)=C1C=NCCc1ccccc1 (stereo not drawn) | -1.4 | -4.2 | 3.5 | 2.7 | -3.1 | -2.2 | -12.9 | 0.1 | -3.1 | 1.2
CC(Oc1ccc2c(-c3ccccc3)cc(=O)oc2c1)C(=O)N1CCOCC1 (stereo not drawn) | -2.9 | -5.8 | 4.5 | 0.7 | 13.9 | 0.2 | -7.0 | -1.1 | -18.8 | -5.5
CC1CCN(C(=O)c2ccc(S(=O)(=O)N3CCCC3)cc2)CC1 | -1.3 | -0.6 | 14.0 | 0.6 | 17.4 | 1.1 | -4.8 | -15.1 | -3.3 | -7.1
O=C(NCCCN1CCN(c2ccccc2F)CC1)C1CCC(=O)N1C1CCCCC1 (stereo not drawn) | 0.1 | -0.4 | 12.3 | -4.0 | -11.4 | -5.4 | 4.4 | -20.9 | -6.9 | -6.4
COc1cc(OC)cc(C(=O)Nc2ccc3c(c2)n(C)c(=O)n3C)c1 | 0.6 | 0.9 | . | -0.5 | 11.8 | 2.3 | -11.7 | 32.7 | -1.8 | -3.1
CCOc1cc(C(=O)N2CCC(CC3CC(c4cccc(Br)c4)=NO3)(C(=O)NCC3CCCCC3)CC2)cc(OCC)c1OCC (stereo not drawn) | -1.5 | . | -19.7 | 0.6 | -3.8 | -7.1 | -9.2 | 73.6* | -4.0 | 1.4

The list goes on; the last 2 above are carried over.
SMILES | CDK5 p35 inh | NSD2 HMT inh | MITF TRPM1 HTS | V-ATPase pH | HTR5A inv ctr | Wnt act | PvdQ inh | SR-BI DiI inh | dFosB act | HTR5A ag ctr
COc1cc(OC)cc(C(=O)Nc2ccc3c(c2)n(C)c(=O)n3C)c1 | 0.6 | 0.9 | . | -0.5 | 11.8 | 2.3 | -11.7 | 32.7 | -1.8 | -3.1
CCOc1cc(C(=O)N2CCC(CC3CC(c4cccc(Br)c4)=NO3)(C(=O)NCC3CCCCC3)CC2)cc(OCC)c1OCC (stereo not drawn) | -1.5 | . | -19.7 | 0.6 | -3.8 | -7.1 | -9.2 | 73.6* | -4.0 | 1.4
OC1(c2ccccc2)CC(c2ccccc2)c2ccccc2O1 (stereo not drawn) | 1.2 | -2.0 | -5.5 | -3.4 | -25.2 | -2.0 | 3.8 | 10.7 | -3.6 | 6.2
CC(=O)O[C@@H]1[C@H](OC(=O)CC(C)C)c2c(ccc3ccc(=O)oc23)OC1(C)C | -0.3 | . | -7.8 | 1.2 | 0.7 | -1.1 | -14.2 | -11.1 | -9.0 | -2.1
Cc1ccc(C(=O)N(CCN(C)C)CC2CCCN(Cc3ccccc3F)C2)cc1C (stereo not drawn) | -0.5 | 4.6 | 8.0 | -1.1 | 1.8 | 4.7 | -7.3 | -14.0 | 6.4 | -0.6
COc1ccc(-c2nc3ccccc3c(=O)n2CCc2ccc(O)cc2)cc1 | -2.6 | 2.5 | -1.5 | 3.1 | -17.2 | 1.0 | -13.3 | 53.3 | -7.1 | 4.7
O=C1C(Cl)=C(Nc2ccccc2)C(=O)c2ccccc21 | 2.1 | 0.1 | -89.4 | 0.4 | 4.8 | . | -10.2 | -7.7 | -4.3 | 10.3
Cc1cccc(C)c1OCC(=O)Nc1ccc2c(c1)C(=O)NC2=O | 1.0 | 1.5 | -1.5 | -1.3 | 12.7 | 0.0 | -11.9 | 19.0 | -5.0 | 3.3
O=C(C[n+]1cc(-c2ccccc2)n2c1CCC2)c1cccs1 | -1.0 | . | -10.2 | -1.5 | 2.1 | 8.0 | -5.9 | -6.5 | -1.8 | -0.8
Cc1c(Cl)cnc(NC(=O)COC(=O)c2cccc(S(=O)(=O)N3CCc4ccccc4C3)c2)c1Cl | 0.9 | 1.6 | -1.8 | -1.6 | -16.3 | -3.2 | 2.5 | 2.0 | -14.3 | -1.8
CCN1CCN(CC(O)COCc2cc(OC)c(OC)c(OC)c2)CC1 (stereo not drawn) | -0.9 | 1.3 | 2.1 | 1.0 | 8.3 | 4.1 | -4.5 | -8.2 | 4.6 | -3.1
Clc1ccc(OCc2nc(-c3ccncc3)no2)cc1 | -0.8 | -2.9 | 72.3 | -3.6 | -7.0 | 19.4 | -0.2 | -7.1 | -1.9 | 0.6
CCOC(=O)C(C(=O)Nc1nccs1)C1CCCCC1 (stereo not drawn) | 0.5 | 8.7 | 4.4 | -1.3 | 16.7 | . | 25.8 | -7.4 | 1.7 | -4.6
O=C(NCCc1ccccc1)c1ccc2nc(N3CCOCC3)sc2c1 | -2.0 | . | . | 3.4 | -0.7 | 7.3 | -6.3 | 17.6 | -0.2 | 0.2
Cc1ccc(NC(=O)CCn2cnc3ccccc3c2=O)cc1 | -0.9 | 0.9 | 9.0 | -0.6 | -23.1 | -1.9 | -17.9 | 1.4 | -3.6 | 8.7
COc1ccc(-n2nc3c(c2NC(=O)COc2ccccc2F)CS(=O)(=O)C3)cc1 | 0.4 | 12.9 | 4.9 | -2.1 | -18.4 | -1.7 | -13.2 | -17.6 | -1.6 | -1.1
O=Cc1ccc(Cl)c(Cl)c1 | 0.6 | . | -2.4 | 1.9 | -13.4 | 4.2 | -11.2 | 6.1 | -2.8 | 3.2
COc1cc(OC)cc(-c2cc3ccc(F)cc3cn2)c1 | 7.6 | . | 111.1* | -2.0 | -20.7 | 42.1* | 8.1 | 52.6 | -1.4 | 7.7
Clc1ccc(CNC2CCN(Cc3ccccc3)CC2)cc1 | 0.9 | 3.2 | 12.7 | -4.6 | -27.1 | -0.4 | -8.4 | -11.9 | 2.2 | -3.0
CCCCC(=O)Nc1nn(CCC)c2nc3ccccc3cc12 | 1.4 | -4.0 | -4.2 | 2.5 | -7.6 | . | -17.4 | 44.3 | 7.1 | 2.5
COc1cc([N+](=O)[O-])ccc1NC(=S)NCc1ccccn1 | 0.2 | -3.8 | 10.5 | 2.1 | 8.8 | . | -18.4 | 36.1 | -1.3 | -3.4
Cc1cc(F)ccc1S(=O)(=O)NCC(c1cccnc1)N1CCc2ccccc21 (stereo not drawn) | 0.2 | 16.1 | -14.8 | -0.3 | 15.9 | -4.4 | -2.4 | -22.6 | -5.6 | -3.0
CCSc1nc2cc(C(=O)OC)ccc2c(=O)n1CC | 1.3 | -5.9 | 8.3 | -0.7 | 0.1 | . | -14.9 | 7.0 | -13.1 | 5.6
COc1ccccc1Cn1nnc2c(=O)[nH]c(C3CCN(C(=O)c4ccc(F)cc4)CC3)nc21 | 1.3 | 0.1 | -6.0 | -1.5 | -1.6 | . | 0.9 | 4.6 | -7.0 | -6.0
O=C(NC1CCCCC1)c1ccc(S(=O)(=O)c2ccccc2)cc1 | -1.4 | -0.4 | 1.7 | 3.4 | . | 0.1 | -1.2 | -25.7 | -9.3 | .
OCCNc1nc(Nc2ccccc2Oc2ccccc2)nc(N2CCCC2)n1 | 0.1 | . | 17.3 | 8.7 | -4.0 | -2.9 | 7.8 | -7.9 | 1.9 | -3.5
COc1ccc(/C=C(/C#N)C(=O)Nc2ccc(C)cc2C)cc1C(=O)O | 3.1 | 2.4 | 6.1 | 1.7 | 9.9 | . | -5.5 | -65.5 | 2.9 | 0.2
C=CC(=O)NC(C)(C)Cc1ccccc1 | -1.2 | -18.8 | -4.4 | 4.5 | 1.9 | -3.2 | -16.8 | -16.1 | 2.7 | -1.4
COc1cccc(NC2=NC3(CCCCC3)N=C(N)N2)c1 | -0.7 | . | -3.9 | 6.3 | -17.1 | -1.2 | -7.3 | 24.6 | -3.5 | -4.2
N#C/C(=C\c1ccccc1)C(=O)NNS(=O)(=O)c1ccc(Br)cc1 | -1.7 | 6.3 | 3.7 | -2.4 | 14.8 | 1.3 | -14.5 | 2.3 | -8.5 | -4.1
Cc1sc2ncnc(NCc3ccco3)c2c1C | 0.0 | 1.4 | 0.6 | -0.9 | 9.3 | . | -15.0 | -39.3 | -7.3 | -3.8
CC(OC(=O)Cc1n[nH]c(=O)c2ccccc12)C(=O)Nc1cc(Cl)cc(Cl)c1 (stereo not drawn) | -0.4 | -1.8 | 1.8 | 1.8 | -7.6 | -7.3 | -10.6 | 13.8 | -25.7 | 2.9
Cc1oc2c(CN3CCCC(C)C3)c(O)ccc2c(=O)c1-c1ccccc1 (stereo not drawn) | 2.2 | -2.2 | 12.1 | -0.1 | 4.6 | 0.1 | -22.3 | -1.3 | -4.8 | -1.3
CCCCN(C(=O)c1cc(Cl)nc2ccccc12)c1c(N)n(Cc2ccccc2)c(=O)[nH]c1=O | 0.5 | 3.2 | 2.8 | 1.2 | 9.8 | 2.9 | -17.7 | -23.1 | 26.5* | -3.6
NC(=O)c1c(NC(=O)Cc2cccs2)sc2c1CCC2 | -1.9 | 1.2 | . | -0.7 | 5.3 | -1.0 | -14.9 | 39.7 | -6.1 | 3.0
CCSc1nnc2nc(C)cc(C)n12 | -0.4 | 6.1 | -5.5 | 3.4 | 1.6 | -1.3 | -3.3 | -19.4 | 2.0 | 1.0
O=C(c1cc2ccccc2o1)N1CCCCCC1 | -1.3 | 8.5 | 58.8 | -2.4 | 7.4 | 12.4 | 5.3 | -20.6 | -7.2 | -1.7
COc1ccc(CNCc2ccc([N+](=O)[O-])cc2)cc1OC | -0.2 | 2.8 | 1.1 | -3.0 | 1.7 | 0.6 | -5.4 | -14.7 | -5.7 | -0.6
CC(=O)N1CCN(C(=O)CCNC(=O)c2ccc(Br)cc2)CC1 | 0.5 | 0.9 | -3.3 | -5.5 | 2.1 | -1.0 | -17.0 | -7.7 | 2.7 | -0.8

Compound activity deposited in PubChem by several laboratories.
